Hep lipid drop = hepatic lipid droplet formation modulation; AML12 mouse hepatocytes, oleate lipid droplets, BODIPY imaging; inhibition, % at 6.5 µM; 240,000 compounds, 0.4% hits; AID 1656;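 active = lipid droplet intensity inhibited by at least 50%, with more than 500 cells counted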
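Material – AML12 mouse liver cells · Also added – oleate loading, 100 µM · Compound dosing – 6.5 µM single-point dosing · Times – overnight treatment with compound plus oleate · Measured by – fluorescence imaging, 20x objective, two fields per well · Read-out – percent inhibition of filter-corrected integrated lipid droplet intensity per well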
HEK293 NOD2/NF-kB = NOD2 signaling inhibitors, cell-based, luminescence, uHTS, HEK293 (AID 1566) | one-dose inhibition, % at 4 µM; EC50 in µM for titrated hits | HEK293 NOD2/NF-kB luciferase reporter, luminescence; higher % means a stronger effect | 290,000 compounds, 0.63% hits; in the data active = inhibition above about 50%; also: many of its hits are not listed in these tables
Autophagy mod = autophagy modulation, high-content screen; MEF GFP-LC3 puncta imaging; test concentration mostly 10 µM; calls only at 10 µM (by protocol); 190,000 compounds, 0.98% hits;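 active = percentage of spot-positive cells more than 3 SD above its plate mean, without a fluorescence outlier flag or 80% toxicity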;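 also: spot-positive cell cutoff set from DMSO-treated cells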
WT yeast gro inh = growth inhibition of WT yeast, mitochondrial fusion screen. inhibition, % at 10 µM. 190,000 compounds, 2.1% hits. AID 1362. mitochondrial fusion phenotypic screen, WT strain; in the data active = inhibition above about 58%; tested in S. cerevisiae
MT stabilize HCS = microtubule stabilizers in HeLa cells. HeLa tubulin immunostaining HCS, 24 h; share of cells brighter than vehicle mean+2SD. % tubulin-high responders, % at 10 µM. 200,000 compounds, 0.83% hits. AID 2205;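 active = plate Z-score above 3 for both tubulin-high and condensed-nucleus cell shares, with cell loss under 80%, at 10 µM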;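 also: anti alpha tubulin signal scored within the nucleus-defined area of each cell; some results filed as inactive read as strong as hits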
Ins promoter up = MIN6 insulin promoter up-regulation | MIN6 insulin promoter-GFP reporter, high-content imaging; hits give high values | z-score at 5 µM | 190,000 compounds, 0.3% hits | AID 1625;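 active = z-score above 3 at 5 µM with at least 500 cells counted in the well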
bCat nuc transl = alters nuclear translocation of beta-catenin in HeLa cells; immunofluorescence imaging; nuclear translocation activity, % at 5 µM; 190,000 compounds, 0.3% hits;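 active = nuclear translocation activity above 50% at 5 µM, with a well cell count of 50 or more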;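 also: per-cell ratio of nuclear to cytoplasmic median beta-catenin stain intensity; plate controls were DMSO negative control for no effect and GSK-3 inhibitor IX positive control for full effect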
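System: HeLa cells, endogenous beta-catenin; compound dosing: 5 µM primary single dose, 0.1% DMSO, 0.02–20 µM confirmation series; incubation: 24 h compound exposure at 37°C, 5% CO2; signal: beta-catenin immunofluorescence imaging with DAPI; evaluation: % activation, nuclear-to-cytoplasmic median beta-catenin signal ratio per cell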
Yfh1-depleted yeast = enhancers of respiration in Yfh1-depleted yeast, dose response, Friedreich's ataxia, plus single-dose screen (AID 1465); S. cerevisiae Yfh1-off respiration, WST-1 reduction, 72 h; higher fold induction means a stronger effect; fold induction at 50 µM, or EC50 in µM where a hit was titrated; 220,000 compounds, 0.074% hits;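 active = fold induction of absorbance versus untreated yeast above a set limit, then at least 30% activation at any dose in follow-up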;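 also: activators that raise dye reduction in frataxin-depleted yeast; strong numbers were not always called active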
Dynein cargo inh = blocks dynein driven cargo transport along microtubules; 3617.4 mouse cells, GR-EGFP nuclear translocation imaging; test concentration mostly 20 µM; stimulated with dexamethasone, 1 µM; hits give low values; z-score, hits read low; 220,000 compounds, 0.47% hits; AID 1381;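 active = plate z-score of nuclear minus cytoplasmic receptor signal below a set negative limit, without overly bright fluorescence or cell loss, cut at about -3.5 in these data, passing the limit was not always enough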;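 also: z-score of nuclear minus cytoplasmic ring GR-EGFP intensity difference per well; some compounds called inactive have numbers as strong as hits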
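Buffer or medium – tet-free medium with charcoal-stripped serum · Signal – automated 10x imaging of fixed Hoechst-stained cells · Also added – dexamethasone agonist, 1.0 µM final, for 30 min · Incubation – induction 48 h, compound 1 h, agonist 30 min · Read-out – GR-EGFP nuclear translocation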
WT yeast gro inh mutant strain = also measured in WT yeast gro inh; calls as there; inhibition, %; mitochondrial fusion phenotypic screen, mutant strain inhibition
Dynein cargo inh cytoplasmic EGFP = second read-out of Dynein cargo inh, no call of its own (marks repeat the call); z-score; measured here: cytoplasmic GR-EGFP intensity; hits give high values
Dynein cargo inh nuclear GR-EGFP = second read-out of Dynein cargo inh, no call of its own (marks repeat the call); z-score; measured here: nuclear GR-EGFP intensity;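 lower value marks the stronger effect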
Dynein cargo inh cell count = recorded beside Dynein cargo inh, whose call it bears; z-score; measured here: cell count per field
Ins promoter up cell count = further read-out of Ins promoter up, marked with its call; cell count; measured here: cytotoxicity, nuclei count;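 total cells summed across four imaged fields per well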
Hep lipid drop cells 6.5 µM = also measured in Hep lipid drop; calls as there; cell count; measured here: cell count, cytotoxicity flag;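 cells counted across two imaged fields per well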
bCat nuc transl cell count 5 µM = recorded beside bCat nuc transl, whose call it bears; cell count; measured here: cell count, cytotoxicity flag
MT stabilize HCS Hoechst-high % = further read-out of MT stabilize HCS, marked with its call; % Hoechst-high responders; measured here: nuclear condensation Hoechst responders;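 share of cells brighter than vehicle mean plus two SD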
MT stabilize HCS cytotoxicity % = further read-out of MT stabilize HCS, marked with its call; toxicity, %; measured here: cytotoxicity by cell density;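 0% = mean cell density of plate MIN control wells and 100% = no cells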
Autophagy mod cell loss 18 h = recorded beside Autophagy mod, whose call it bears; toxicity, %; measured here: cell loss, nuclei count;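 cell loss after 18 h compound exposure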
* marks the source's active call; other numbers are inactive results; i = inactive; . = not tested or not shown.

Order of values: Hep lipid drop, Hep lipid drop cells 6.5 µM, HEK293 NOD2/NF-kB, Autophagy mod, Autophagy mod cell loss 18 h, WT yeast gro inh, WT yeast gro inh mutant strain, MT stabilize HCS, MT stabilize HCS Hoechst-high %, MT stabilize HCS cytotoxicity %, Ins promoter up, Ins promoter up cell count, bCat nuc transl, bCat nuc transl cell count 5 µM, Yfh1-depleted yeast, Dynein cargo inh, Dynein cargo inh cytoplasmic EGFP, Dynein cargo inh nuclear GR-EGFP, Dynein cargo inh cell count
1: COc1ccc(C2c3c(oc4c(C)cc(C)cc4c3=O)C(=O)N2Cc2cccnc2)cc1OC (stereo not drawn)
  16, 807, 14%, ., ., ., ., ., ., ., -0.35, 1269, -6.8, 1313, ., ., ., ., .
2: Cc1nc(-n2cc(F)c(=O)[nH]c2=O)c2nc(C)oc2n1
  4, 676, 7%, i, -3, 5, -9, 4.5, 2.8, 5.4, -0.04, 1759, 3.9, 983, i, 0.36, -0.21, 0.23, -0.3
3: Cc1cc(-c2nn(C)c(=O)c3ccccc23)cc(C)c1O
  -8, 721, 14%, ., ., ., ., ., ., ., ., ., -1.1, 1354, i, 0.27, -0.28, 0.68, -0.0057
4: CCSc1nc2c([nH]c3ccccc32)c(=O)n1C
  ., ., 3%, i, 9, 2, -9, 2.6, 3.3, 7.8, 0.59, 957, ., ., i, 0.45, -0.23, 0.55, 0.085
5: CCN(CC)S(=O)(=O)c1csc(C(=O)Nc2ccccn2)c1
  -3, 736, 8%, i, -2, -2, -7, 2.2, 1.2, 6.6, -0.02, 1169, ., ., i, -0.18, -0.26, 0.078, 1.1
6: CCOC(=O)N1CCC(N2Cc3cccc(C(=O)NCc4ccc(OC)cc4)c3C2=O)CC1
  2, 728, 19%, i, 5, 1, -13, 2.4, 3.5, 8.2, 0.48, 1122, -2.8, 565, i, -0.46, -0.23, 0.66, -0.2
7: COc1ccc2[nH]c(=O)c(COC(=O)c3cccs3)cc2c1
  7, 620, 23%, i, 11, 3, 1, 4.2, 1.3, 4.2, 0.07, 1233, 1.8, 567, i, 1.6, 1.2, 0.69, -0.93
8: COc1ccc(-c2nsc3c(N4CCN(S(=O)(=O)c5ccccc5F)CC4)ncnc23)cc1
  ., ., -7%, i, 7, -9, -3, 2.5, 2.3, 4.4, -0.04, 1404, 0.0, 1316, i, -0.19, -0.11, -0.48, -0.44
9: COc1ccc(CC(=O)Nc2ccc(-c3noc(-c4ccccc4OC)n3)cc2)cc1
  -24, 788, 12%, i, -7, 11, 8, 0.8, 1.2, 7.4, 0.68, 917, ., ., i, 2.4, -0.031, 1.8, -1.5
10: CCC(=O)c1ccc(OCC(=O)Nc2ccc3nc(C)sc3c2)cc1
  -1, 734, 18%, ., ., ., ., ., ., ., -0.83, 1130, -0.4, 1339, i, -0.45, -0.77, -0.42, -0.24
11: CNC(=O)c1ccc(N(Cc2ccccc2)S(C)(=O)=O)cc1
  15, 579, 0%, i, -2, 4, -5, 3.3, 2.2, 1.7, ., ., -0.2, 1077, i, -1, -0.26, -0.58, 0.8
12: COC(=O)C1=C(C)Nc2[nH]c(=S)[nH]c(=O)c2C1c1ccc(O)cc1 (stereo not drawn)
  14, 584, 16%, ., ., ., ., ., ., ., 0.24, 1439, -0.3, 1089, i, 0.23, -0.19, -0.14, -0.61
13: CN(C)c1ccc(Nc2c3c4c(cccc4n(C)c2=O)C(=O)c2ccccc2-3)cc1
  76*, 681*, -19%, i, 13, 45, 46, 9.4, 23, 27, 0.38, 1175, 0.4, 814, i, 0.043, -0.16, 0.045, -1.7
14: O=S(=O)(c1ccc(Cl)cc1)N1CCCC1c1nc(-c2ccc(Cl)cc2)no1 (stereo not drawn)
  -7, 712, 18%, i, 0, 8, -18, 1.6, 1.5, 1.1, -0.74, 1175, 0.4, 981, i, 0.022, -0.2, -0.28, 0.19
15: CN(CCO)CC(O)Cn1cnc2c1c(=O)n(C)c(=O)n2C (stereo not drawn) (tested in a mixture with another compound)
  13, 728, 11%, i, -4, -4, -7, 5.2, 1.4, 9.8, ., ., ., ., i, 0.74, -0.25, 0.77, 0.24
16: O=C(Nc1ccc(Cl)cc1C(=O)NCc1cccnc1)c1ccco1
  -13, 619, 5%, i, 0, -6, 16, 2.5, 1.9, 1.0, ., ., -1.8, 1074, i, 0.42, -0.22, 0.019, 0.18
17: O=C(O)C1CCCCC1C(=O)Nc1ccccn1 (stereo not drawn)
  16, 795, 17%, i, -5, 15, 10, 2.1, 1.8, 7.4, 1.2, 1017, 0.4, 1163, i, 1.1, -0.094, 0.78, 0.78
18: C=CCc1cccc(/C=N/NC(=O)CNc2cccc3ccccc23)c1O
  9, 661, 20%, i, 19, 62*, 56*, 2.0, 1.1, 1.6, ., ., 0.1, 825, i, -0.077, -0.29, -0.21, -0.31
19: O=C(CNC(=O)C1CCCCC1)Nc1cc(Cl)cc(Cl)c1
  0, 690, 2%, i, 8, 2, -1, 4.5, 3.1, 6.0, -0.21, 1902, -0.2, 1072, i, -0.23, -0.19, -0.39, -0.77
20: CCOP(=O)(OCC)C(NC(=O)Nc1ccccc1)C(N)=O (stereo not drawn)
  -16, 494, 2%, i, 27, -1, 15, 2.0, 3.0, 2.7, -0.26, 1328, 4.4, 510, i, 0.77, -0.26, 0.45, -0.64
21: Cc1nc(-c2ccc(S(=O)(=O)N3CCN(C(c4ccccc4)c4ccccc4)CC3)s2)cs1
  -13, 640, -21%, ., ., ., ., ., ., ., 1.2, 994, 0.4, 1373, i, 0.021, -0.15, 0.48, 0.25
22: COc1cccc(-n2c(SCC(=O)NCc3cccs3)nc3ccccc3c2=O)c1
  -8, 696, -2%, i, 2, -14, -31, 1.1, 3.6, 3.0, -0.3, 1379, ., ., i, -0.37, -0.32, -0.47, 0.29
23: Cc1cc(NC(=O)c2cc(C)on2)n(-c2ccccc2)n1
  23, 770, 1%, i, 9, -2, -1, 3.6, 1.6, 11, 0.02, 1154, 2.1, 454, i, 0.35, -0.3, 0.7, 0.57
24: CC(C)c1nccn1CCC(=O)O
  -4, 733, 10%, i, 0, 6, -4, 0.6, 1.4, 7.1, ., ., ., ., i, -0.31, 0.35, -0.33, 0.092
25: CCCN1C2=C(C(=O)CC(C)(C)C2)C(c2ccc(F)cc2)C2=C1c1ccccc1C2=O (stereo not drawn)
  -3, 757, 15%, i, 36, -4, -1, 2.0, 1.6, 8.3, -0.36, 929, -2.1, 1175, i, 2.1, -0.23, 1.8, -0.022
26: O=C(CCN1C(=O)c2ccccc2S1(=O)=O)Nc1ccc2c(c1)OCCO2
  2, 759, -4%, i, -4, 14, 88, 2.1, 0.3, 23, -0.81, 1058, -0.4, 1159, i, -0.93, -0.25, -0.25, 0.57
27: CCOc1ccccc1Nc1ccc(C(=O)O)cc1[N+](=O)[O-]
  -3, 694, 0%, i, 14, -4, 2, 3.5, 2.2, 3.1, -0.02, 1228, -1.3, 1130, i, 0.039, -0.2, 0.09, -0.27
28: CCOc1ccc(N(CC(=O)Nc2cccnc2)S(C)(=O)=O)cc1
  13, 623, -4%, i, -13, 2, -14, 3.5, 3.2, 4.5, 0.29, 1468, 0.3, 1544, i, 2.2, -0.14, 1.1, -1.6
29: CC1(C)CC(=O)C(=C2SCCCS2)C(=O)C1
  6, 736, -4%, i, 2, -14, -2, 4.6, 3.6, 3.4, -0.37, 1309, ., ., i, -0.16, -0.31, 0.67, 0.4
30: Cn1nnnc1SCc1ccc(CSc2nnnn2C)cc1
  5, 748, 25%, i, 8, -6, 4, 3.5, 2.9, 4.2, -0.3, 1453, 0.5, 1493, i, 0.3, -0.28, 0.59, 0.32
31: Cc1nc(-c2cccc(S(=O)(=O)N3CC(C)OC(C)C3)c2)cs1 (stereo not drawn)
  ., ., 14%, i, 3, 3, 23, 3.6, 3.2, 4.4, -0.14, 1280, -7.5, 930, i, -0.02, -0.082, 0.27, -0.39
32: CCNC(=O)Cn1cc(C(F)(F)F)cc(Cl)c1=O
  12, 647, 7%, ., ., ., ., ., ., ., -0.2, 1053, 2.7, 1248, i, -0.36, -0.021, -0.26, 0.43
33: COc1cc(C(=S)N2CCC(C(N)=O)CC2)ccc1O
  -23, 616, 21%, i, -3, 14, 13, 2.5, 1.7, 2.7, 0.24, 1231, 1.4, 837, i, -0.38, -0.24, -0.39, 1.5
34: COCCNC(=S)Nc1ccc2nc(N3CCCC3)cc(C)c2c1
  -3, 718, 11%, i, -2, 15, 10, 1.8, 1.9, 6.4, 0.04, 1222, -5.9, 535, i, -0.5, -0.19, -0.15, 0.5
35: CS(=O)(=O)c1ccc(Cl)c(NC(=O)Cc2ccccc2F)c1
  -7, 705, 15%, i, -5, 1, 1, 4.5, 1.5, 7.4, -1.9, 1106, 0.4, 1066, i, 0.24, -0.29, 0.29, -0.027
36: CN(C(=O)c1ccccc1Cl)c1ccccc1
  -11, 711, -3%, i, 2, 2, -4, 3.5, 2.0, 5.8, -0.14, 1158, -2.4, 1229, i, -0.39, -0.0078, -0.47, 1.2
37: C=CCn1c(C)nnc1SCC(=O)N1CCN(S(=O)(=O)c2ccccc2)CC1
  30, 658, -10%, ., ., ., ., ., ., ., 1.2, 795, -0.1, 1296, i, 1.4, -0.85, 0.99, -0.45
38: O=c1ccc(/C=C/c2ccccc2)nn1Cc1ccccc1
  ., ., 14%, i, 1, 12, 16, 1.2, 0.9, 12, -0.33, 983, ., ., i, -0.4, -1.4e-05, -0.35, 0.83
39: Cc1cc(=O)[nH]c(SCC(=O)NCC2CCCO2)n1 (stereo not drawn)
  44, 642, 23%, ., ., ., ., ., ., ., -0.5, 1108, -0.4, 1367, i, -1, -0.11, -0.49, 0.65

Assay outcomes: PubChem, several laboratories

This is a subset; the hit share may differ from the screen's.
